# HTR5A inv ctr: counter-screen for OPRM1-OPRD1 inverse agonists: human HTR5A inverse agonism. inhibition, % at 9.3 µM. AID 504634. HTR5A cell line, luminescence. P47898. 340,000 compounds, 0.083% hits; in the data active means inhibition mostly above about 23%, no sharp cut-off; inactive means mostly below about 18%;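 further: 0% = cells with DMSO and 100% = no-cell wells with DMSO; some compounds called inactive have numbers as strong as hits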
# Target sequence (P47898 whole entry, looked up): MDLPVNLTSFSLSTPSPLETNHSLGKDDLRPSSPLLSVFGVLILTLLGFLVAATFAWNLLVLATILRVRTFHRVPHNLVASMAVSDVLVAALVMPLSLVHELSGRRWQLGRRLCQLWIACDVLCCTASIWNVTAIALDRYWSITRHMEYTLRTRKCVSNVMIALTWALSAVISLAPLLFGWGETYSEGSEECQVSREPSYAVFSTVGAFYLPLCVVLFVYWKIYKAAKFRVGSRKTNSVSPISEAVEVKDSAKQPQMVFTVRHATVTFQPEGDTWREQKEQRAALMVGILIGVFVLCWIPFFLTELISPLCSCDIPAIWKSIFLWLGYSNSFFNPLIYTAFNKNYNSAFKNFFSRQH
# V-ATPase pH: regulators of yeast V-ATPase proton transport. AID 504577. 350,000 compounds, 0.37% hits. S. cerevisiae, pHLuorin cytosolic pH fluorescence. response, % at 10 µM; in the data active means response mostly above about 7.3%, no sharp cut-off; inactive means mostly below about 5.4%; further: actives read high; inactives centre near 0; some compounds called inactive have numbers as strong as hits; reference of the scale not given here
# cardiac RTF act: increases calcium sensitivity of human cardiac regulated thin filaments | activation, % at 7.2 µM | P19429+P45379 | IANBD-labeled TnC RTF fluorescence at EC20 calcium; 0% EC20 calcium, 100% full calcium | 340,000 compounds, 0.24% hits;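 active means activation above the mean over all tested compounds plus 3 SD, cut at about 30% in these data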;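 further: rise in fluorescence read as greater calcium sensitivity of cardiac thin filaments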
# CAL PDZ FP: CAL PDZ (human) peptide binding inhibition | inhibition, % at 24.9 µM | purified CAL PDZ, TMR-peptide fluorescence polarization, 1 h | 300,000 compounds, 0.92% hits | Q9HD26;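 active means mean inhibition of at least 30% with at least half of replicates also reaching 30%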;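 further: 0% = DMSO neutral control and 100% = excess unlabeled competitor peptide PRC23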
# Keap1 Nrf2 FP: inhibitors of human Keap1-Nrf2 protein-protein interaction; Q14145; Keap1 Kelch-Nrf2 peptide fluorescence polarization, 1536-well; inhibition, % at 9.4 µM; 340,000 compounds, 0.15% hits; AID 504523; in the data active means inhibition above about 12%;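 further: human Keap1 Kelch domain with fluorescein labeled Nrf2 9mer peptide probe; 0% = neutral control wells and 100% = peptide positive control; higher means more block of Keap1 binding to Nrf2 peptide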
# Target sequence (Q14145 whole entry, looked up, the tested form may be a part): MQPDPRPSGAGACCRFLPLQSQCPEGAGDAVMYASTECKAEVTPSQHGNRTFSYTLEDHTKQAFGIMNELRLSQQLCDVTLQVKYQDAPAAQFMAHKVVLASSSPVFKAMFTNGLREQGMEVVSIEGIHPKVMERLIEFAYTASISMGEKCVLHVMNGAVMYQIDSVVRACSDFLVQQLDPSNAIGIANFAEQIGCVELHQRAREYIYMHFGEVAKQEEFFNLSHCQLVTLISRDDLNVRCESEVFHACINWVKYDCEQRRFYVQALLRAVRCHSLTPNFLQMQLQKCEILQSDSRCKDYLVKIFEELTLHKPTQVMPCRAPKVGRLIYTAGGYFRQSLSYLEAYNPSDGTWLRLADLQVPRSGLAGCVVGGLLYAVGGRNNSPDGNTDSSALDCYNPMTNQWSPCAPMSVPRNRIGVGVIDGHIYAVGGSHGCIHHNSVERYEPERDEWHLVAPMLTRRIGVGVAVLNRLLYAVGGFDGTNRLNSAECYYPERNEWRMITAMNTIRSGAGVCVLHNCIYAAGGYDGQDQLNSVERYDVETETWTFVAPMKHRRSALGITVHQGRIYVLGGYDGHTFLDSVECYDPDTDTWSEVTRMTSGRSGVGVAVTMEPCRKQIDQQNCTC
# OPRM1-OPRD1 ag: OPRM1-OPRD1 heterodimerization agonism | P35372+P41143 | cells, luminescence | activation, % at 9.3 µM | 340,000 compounds, 0.3% hits; in the data active means activation above about 18%;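 further: 0% = vehicle-treated cells and 100% = reference agonist; values of inactives mirror those of a sister screen read the other way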
# HTR5A ag: counter-screen for OPRM1-OPRD1 agonists: human HTR5A agonism | P47898 | HTR5A agonist assay, luminescence, cell-based | activation, % at 9.3 µM | 340,000 compounds, 0.61% hits; in the data active means activation mostly above about 9.5%, no sharp cut-off; inactive means mostly below about 7.6%;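 further: 0% = cells with vehicle only and 100% = reference agonist; strong numbers were not always called active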
# LANA DNA inh: inhibitors of KSHV LANA C-terminal domain DNA binding; MBP-C-LANA/FAM-LBS DNA binding, fluorescence polarization; inhibition, % at 9 µM; 340,000 compounds, 0.078% hits; AID 504423;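 active means highest replicate inhibition at or above 60% at 9 µM, even if other replicates fall short; inactive means all replicates below 60% inhibition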;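 further: 0% = neutral control wells and 100% = 4 µM acridine orange control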
# MOR-DOR inv ag: mu-delta opioid heterodimer inverse agonism | 340,000 compounds, 0.21% hits | inhibition, % at 9.3 µM | P35372+P41143 | cell-based MOR-DOR heterodimer luminescence; in the data active means inhibition above about 22%, passing the limit was not always enough;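 further: 0% = cells with DMSO and 100% = wells without cells with DMSO; values of inactives mirror those of a sister screen read the other way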
# Cardiac RTF inh: cardiac RTF calcium desensitization; inhibition, % at 7.15 µM; AID 493244; 340,000 compounds, 0.12% hits; IANBD-labeled cardiac RTF, Ca2+ fluorescence; P19429+P45379;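 active means inhibition above the mean inhibition of all tested compounds plus 3 SD, cut at about 17% in these data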;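 further: assay run at fixed EC70 calcium of 1.6 mM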
# Active calls of the source: *; x = no result given.
Structure	HTR5A inv ctr	V-ATPase pH	cardiac RTF act	CAL PDZ FP	Keap1 Nrf2 FP	OPRM1-OPRD1 ag	HTR5A ag	LANA DNA inh	MOR-DOR inv ag	Cardiac RTF inh
Cc1ccc(OS(=O)(=O)c2ccc(-c3csc(C)n3)s2)c(C)c1	16	3	11	-1	-4	3.3	-1	-0.4	-16	-3
NNC(=O)Cn1nc(-c2ccccc2)c2ccccc2c1=O	2	1	8	-11	-5	-0.5	0	-3.6	2	-10
CC1(C)CC(=O)/C(=N/Nc2ccc(Cl)cc2)CO1	27	2	3	1	-4	-1.4	2	0.2	7	-5
CCC(=O)Nc1ccc(NC(=O)c2c(C)nc3ccccn23)cc1	-31	-2	4	-5	-5	-0.9	-3	-1.0	5	-6
COc1cccc(C(=O)OCC(=O)Nc2sc3c(c2C(N)=O)CCC3)c1O	-32	2	2	-8	-5	-0.8	13	3.4	3	1
COc1ccc(NC(=O)CSc2nc(N)c(C(=O)Nc3ccc(N(C)C)cc3)s2)cc1	0	-2	-3	-1	-1	6.9	-3	0.5	-31	2
O=C(CSc1nnc(Nc2ccccc2F)s1)Nc1cccc(S(=O)(=O)N2CCCCC2)c1	9	-2	-3	x	-3	-1.6	-3	-0.5	8	14
CCOc1ccc2c(=O)c(Oc3ccccc3)c(C)oc2c1	2	-1	-1	-4	-2	-0.4	0	-2.5	2	5
CCN(C(=S)Nc1ccc(OC(F)F)cc1)C1CCCCC1	3	1	-2	3	-1	0.9	-1	0.4	-4	-6
Cc1ccc(C(C)C)c(OCC(=O)N2CCN(c3ncccn3)CC2)c1	-1	0	-4	-5	-3	-0.1	0	0.0	0	0
Cc1nc2scc(-c3cccs3)c2c(=O)n1-n1cccc1	20	0	3	-2	-7	-1.2	-8	-1.3	6	-6
COc1ccc(C2CC(c3ccccc3)=NN2C(=O)COC(=O)c2ccc(Cl)nc2)cc1 (configuration not stated)	5	1	-2	-2	-8	-0.4	-2	-1.4	2	2
COc1ccc(-c2csc3ncnc(N4CCN(c5cccc(Cl)c5)CC4)c23)cc1	17	0	-4	-3	4	-4.6	0	1.7	15	-5
C/C(=N\NC(=O)Cn1ccc(C(F)(F)F)n1)c1ccc(N2CCOCC2)cc1	-2	1	1	1	3	-2.6	2	1.5	14	-1
COc1cc(NC(=O)Cc2ccc(F)cc2)cc(OC)c1OC	-5	1	3	-2	1	-0.6	2	-1.0	4	-37
COc1ccccc1NC(=O)c1ccc(-n2ccnc2)c([N+](=O)[O-])c1	-22	4	0	-1	-4	-0.2	6	3.8	1	-6
CCOc1ccc(N(CC)C(=O)COc2cc(=O)n(C)c3ccccc23)cc1	-9	-2	3	0	-2	-1.3	3	2.4	7	-11
O=C(CSc1ccccc1C(=O)O)c1ccccc1	11	1	-1	-5	0	-1.0	-1	-1.3	5	-6
COC(=O)c1cc(NC(=O)c2cccc(C(F)(F)F)c2)c(=O)oc1C	0	-4	-1	-3	-5	-0.3	0	-0.1	2	-1
CC1=NNC(=O)C1CCC(=O)N/N=C(\C)c1ccccc1 (configuration not stated)	-4	-1	5	5	-3	-3.3	-12	-0.8	16	3
Cc1cc2oc(=O)cc(CN3CCOCC3)c2cc1C(C)C	0	-1	-2	62*	-2	-1.2	0	-0.2	6	2
O=C(CSc1nc2ccccc2o1)N/N=C/c1ccc(O)c(O)c1	-6	-1	0	-3	-2	-1.7	0	1.6	9	-20
CCN(CC)CCCNC(=O)Cn1cnc2sc(C)c(S(=O)(=O)N3CCN(c4ncccn4)CC3)c2c1=O	4	-2	3	0	-3	-1.3	-2	-0.2	6	-9
COc1ccc(CNCc2ccncc2)c(OC)c1	5	-2	-2	-5	-1	0.1	2	2.3	0	-6
Cc1ccc(C2C=C(c3ccc4c(c3)OCO4)Nc3ncnn32)cc1 (configuration not stated)	6	-3	14	-4	-3	0.1	-2	2.1	-1	-14

# Given with values under each structure: 10 of the compounds above
# Values in the order – HTR5A inv ctr | V-ATPase pH | cardiac RTF act | CAL PDZ FP | Keap1 Nrf2 FP | OPRM1-OPRD1 ag | HTR5A ag | LANA DNA inh | MOR-DOR inv ag | Cardiac RTF inh
- Cc1ccc(OS(=O)(=O)c2ccc(-c3csc(C)n3)s2)c(C)c1
    16 | 3 | 11 | -1 | -4 | 3.3 | -1 | -0.4 | -16 | -3
- NNC(=O)Cn1nc(-c2ccccc2)c2ccccc2c1=O
    2 | 1 | 8 | -11 | -5 | -0.5 | 0 | -3.6 | 2 | -10
- CC1(C)CC(=O)/C(=N/Nc2ccc(Cl)cc2)CO1
    27 | 2 | 3 | 1 | -4 | -1.4 | 2 | 0.2 | 7 | -5
- CCC(=O)Nc1ccc(NC(=O)c2c(C)nc3ccccn23)cc1
    -31 | -2 | 4 | -5 | -5 | -0.9 | -3 | -1.0 | 5 | -6
- COc1cccc(C(=O)OCC(=O)Nc2sc3c(c2C(N)=O)CCC3)c1O
    -32 | 2 | 2 | -8 | -5 | -0.8 | 13 | 3.4 | 3 | 1
- COc1ccc(NC(=O)CSc2nc(N)c(C(=O)Nc3ccc(N(C)C)cc3)s2)cc1
    0 | -2 | -3 | -1 | -1 | 6.9 | -3 | 0.5 | -31 | 2
- O=C(CSc1nnc(Nc2ccccc2F)s1)Nc1cccc(S(=O)(=O)N2CCCCC2)c1
    9 | -2 | -3 | x | -3 | -1.6 | -3 | -0.5 | 8 | 14
- CCOc1ccc2c(=O)c(Oc3ccccc3)c(C)oc2c1
    2 | -1 | -1 | -4 | -2 | -0.4 | 0 | -2.5 | 2 | 5
- CCN(C(=S)Nc1ccc(OC(F)F)cc1)C1CCCCC1
    3 | 1 | -2 | 3 | -1 | 0.9 | -1 | 0.4 | -4 | -6
- Cc1ccc(C(C)C)c(OCC(=O)N2CCN(c3ncccn3)CC2)c1
    -1 | 0 | -4 | -5 | -3 | -0.1 | 0 | 0.0 | 0 | 0

# The list goes on.
Structure	HTR5A inv ctr	V-ATPase pH	cardiac RTF act	CAL PDZ FP	Keap1 Nrf2 FP	OPRM1-OPRD1 ag	HTR5A ag	LANA DNA inh	MOR-DOR inv ag	Cardiac RTF inh
O=C(O)C1C(C(=O)O)C1(c1ccccc1)c1ccccc1 (configuration not stated)	-15	0	3	-3	-2	-2.2	5	0.4	12	2
COc1cccc(-c2nnn(CC(C)=O)n2)c1	-11	0	-4	1	-2	-2.1	0	0.3	10	1
COc1ccc(-c2coc3cc(O[C@@H]4O[C@H](CO)[C@@H](O)[C@H](O)[C@H]4O)c(OC)cc3c2=O)cc1	-4	-2	0	-1	1	-2.1	1	0.0	12	4
COc1cc(NC(=O)C2CCN(S(=O)(=O)c3ccc(Cl)cc3)CC2)ccc1-n1cnnn1	9	1	6	-2	6	0.6	-4	1.6	-4	-2
COc1ccc(/C=N/N(c2ccccc2)c2ccccc2)cc1O	9	3	-6	-4	0	1.6	0	0.8	-11	-7
O=C(NNC(=O)c1ccc(-c2ccccc2)cc1)Nc1ccccc1	-8	4	10	-3	-3	-1.6	6	-2.4	8	-1
CCn1ccnc1CN(C)C(=O)c1cc(COc2ccc(Cl)cc2OC)on1	1	-2	4	-1	2	1.6	-1	-2.4	-7	1
CC(C)c1ccc(OCC(=O)NC(Cc2c[nH]c3ccccc23)C(=O)O)cc1 (configuration not stated)	-14	2	21	-2	-3	-0.7	5	1.0	4	-8
Cc1c(NC(=O)c2noc(C(C)C)c2[N+](=O)[O-])c(=O)n(-c2ccccc2)n1C	6	0	-2	7	-4	-3.1	-2	-1.8	16	-5
O=c1oc2ccccc2c(NCCc2ccccc2)c1[N+](=O)[O-]	-15	1	3	-2	-3	0.2	-1	-2.7	-1	1
Nc1nc(CN2CCCCCC2)nc(Nc2ccccc2)n1	-9	6	-3	-5	-4	1.0	4	0.6	-6	6
COc1ccc(/C=C2\SC(=S)N(CCCC(=O)Nc3ccccn3)C2=O)cc1OC	18	-1	18	-3	-3	-2.6	4	0.3	14	-18
CS(=O)Cc1cc(Oc2ccccc2)nc(-c2ccncc2)n1 (configuration not stated)	0	4	3	2	3	-1.7	0	0.9	10	-4
O=C(NCc1ccncc1)C(=O)NCC1OCCN1S(=O)(=O)c1ccc(Br)cc1 (configuration not stated)	20	1	-1	-3	-3	-3.2	-8	1.1	16	-4
COCCN(C(=O)CN1CCc2ccccc2C1)c1c(N)n(Cc2ccccc2)c(=O)[nH]c1=O	-13	0	3	x	-6	-1.1	5	-0.6	6	0
CCCCc1ccc(/C(C)=N/NC(=O)C2CCCC2)cc1	-3	3	1	-2	-5	0.8	1	-2.4	-4	-7
Clc1ccccc1OCCCOc1cccc2cccnc12	-8	12*	-3	-4	0	2.9	2	8.5	-14	-5
COc1ccc(N(CC(=O)NC2CCCCC2)C(=O)CCC(=O)Nc2nc(C)cs2)cc1	33	1	-7	3	4	1.3	-3	1.4	-9	4
CC(=O)/C=C/c1ccc2ccccc2n1	-4	-4	-4	-2	-6	-2.1	2	-3.0	10	-10
COc1ccc(NC(=O)c2cc(S(=O)(=O)N3CCc4ccccc43)cn2C)cc1OC	-4	-2	-2	0	-1	-1.4	1	-1.5	8	-3
COC(C(=O)Nc1ccc(S(=O)(=O)N2CCCCC2)cc1)c1ccccc1 (configuration not stated)	7	-6	4	0	1	0.1	2	0.0	-1	-1
COc1ccc(OC)c(S(=O)(=O)NCC(=O)NC2CCCCCC2)c1	16	1	-2	-4	-1	-3.3	-7	-1.8	13	-2
Cc1ccc(NC(=O)COC(=O)C2(c3ccc(Cl)cc3)CCCC2)cc1	-37	-1	15	0	0	16	11	0.6	-72	-8
Cc1nc2sc(C(c3ccc(Cl)cc3)N3CCN(c4ccccc4F)CC3)c(O)n2n1 (configuration not stated)	-14	1	7	-3	-1	-1.1	-1	-2.0	7	4
COc1ncnc2c1oc1ccccc12	3	-2	-7	-3	-7	-0.8	-1	1.1	6	-18
O=C(O)c1nn(Cc2ncc(-c3cccc(Cl)c3)o2)c(=O)c2ccccc12	4	4	3	26	-7	0.5	-4	-2.3	-3	-14
Cc1ccc2[nH]ccc(=O)c2c1	0	3	0	0	-5	0.7	-1	1.2	-4	5
COc1cccc(CN2C(=O)[C@@H]3Cc4c([nH]c5ccccc45)C(C)(C)N3C2=O)c1	-42	-10	-7	-3	0	4.4	9	2.0	-24	-2
CC1(C)CCCN(C(=O)c2ccc3c(c2NCCO)C(=O)c2ccccc2C3=O)C1	2	0	-10	0	-4	7.6	-4	0.0	-47	8
CC(C)(C)c1csc(NC2=NS(=O)(=O)c3ccccc32)n1	9	-1	1	-7	0	1.1	-4	1.3	-7	9
Cc1ccc(C(=O)C(C)[n+]2cccc(C(N)=O)c2)cc1 (configuration not stated)	-12	6	2	x	-3	-2.4	3	0.7	12	3
Cc1cc(C)nc(Nc2n[nH]c(-c3ccccc3N)n2)n1	13	2	-1	-3	-3	-2.1	0	-0.3	11	3
O=C(Nc1cccc2ncccc12)c1ccc(Br)c([N+](=O)[O-])c1	15	2	1	-3	-1	-0.4	-6	0.5	3	-6

# Screens: PubChem, several laboratories
